Screening data as filed in PubChem.
ADAM10 inh: inhibits human ADAM10; O14672; recombinant ADAM10, EDANS/DABCYL FRET peptide cleavage, 3 h; inhibition, % at 7 µM; hit rate 0.62% among 370,000; AID 720582;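 active = inhibition above a per-campaign cutoff equal to the mean of compounds falling between control-based bounds plus 3 SD, cut at about 20% in these data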;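 also: 0% = DMSO wells while the 100% control is not disclosed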
NPR1 activator: GC-A (human) enzyme activation. HEK293 GC-A cells, cGMP TR-FRET, EC30 ANP; 0% at EC30 ANP, 100% saturating ANP. activation, % at 10 µM. hit rate 0.14% among 370,000. AID 1671463; in the data active = activation above about 40%
hcDAF-12 act: activates DAF-12 receptor from parasite H. contortus | hit rate 1.4% among 370,000 | activation, % at 6.8 µM | AID 652067 | HEK293 hcDAF-12 lit1-tk-luc reporter, luminescence; 0% DMSO, 100% Δ7-dafachronic acid;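 active = activation above the mean of all tested compounds plus 3 SD, cut at about 5.5% in these data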;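 also: 100% = response to 3 µM Δ7-dafachronic acid high control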
DAX1 inh-1: blocks DAX1 repression of SF-1 activated StAR promoter. HEK293T StAR-luciferase reporter, SF-1/DAX-1 repression relief. inhibition, % at 6.8 µM. hit rate 1.1% among 370,000. AID 652010;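 active = inhibition above the mean over all tested compounds plus 3 SD, cut at about 3.6% in these data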;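 also: 0% = DAX-1 cells with DMSO and 100% = cells lacking DAX-1 with DMSO; higher inhibition means more luminescence from relief of DAX-1 repression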
ssDAF12 agonist: activators of S. stercoralis DAF-12 nuclear receptor. HEK293 ssDAF-12/GRIP1 lit1-tk-luc reporter, luminescence; % of 3 µM dafachronic acid response. activation, % at 6.8 µM. hit rate 1% among 370,000;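 active = activation above the mean over all tested compounds plus 3 SD, cut at about 0.9% in these data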;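 also: 0% = DMSO-only wells and 100% = 3 µM delta7-dafachronic acid wells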
GC-B act: GC-B (human) receptor activation; P20594; HEK293-GC-B cells, CNP EC30, cGMP TR-FRET; 0% at EC30 CNP, 100% saturating CNP; activation, % at 10 µM; hit rate 0.11% among 370,000;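 active = activation at 10 µM reaching about 35% in either raw or pattern-adjusted values, limit read from the data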
sPLA2-III inh: Blocks human group III sPLA2 activity; Q9NZ20; QFRET BODIPY PC-A2 liposome hydrolysis, fluorescence; inhibition, % at 12.2 µM; hit rate 0.56% among 370,000; AID 743126;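 active = inhibition above mean plus 3 SD of compounds lying within the high and low control bounds, cut at about 19% in these data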;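 also: 0% = median of test compound wells and 100% = no enzyme DMSO wells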
Target sequence (Q9NZ20 whole entry, looked up): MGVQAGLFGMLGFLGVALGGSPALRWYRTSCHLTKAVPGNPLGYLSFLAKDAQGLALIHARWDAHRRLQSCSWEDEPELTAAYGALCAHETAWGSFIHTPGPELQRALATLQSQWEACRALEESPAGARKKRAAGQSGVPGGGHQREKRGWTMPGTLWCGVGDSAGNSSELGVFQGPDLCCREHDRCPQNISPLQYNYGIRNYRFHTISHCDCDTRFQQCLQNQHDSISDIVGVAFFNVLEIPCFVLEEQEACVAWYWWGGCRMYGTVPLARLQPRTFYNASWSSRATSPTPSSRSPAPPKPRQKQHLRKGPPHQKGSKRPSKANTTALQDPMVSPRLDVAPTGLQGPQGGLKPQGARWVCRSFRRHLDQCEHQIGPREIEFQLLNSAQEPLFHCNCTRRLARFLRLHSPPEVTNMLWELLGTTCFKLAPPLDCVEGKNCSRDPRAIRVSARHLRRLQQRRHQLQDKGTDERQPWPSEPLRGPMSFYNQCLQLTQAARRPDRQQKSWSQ
DAX1 inh-2: inhibitors of human orphan nuclear receptor DAX1 (NR0B1). hit rate 0.99% among 340,000. inhibition, % at 6.75 µM. AID 504766. P51843. HEK293 Gal4-DAX1 luciferase reporter, luminescence;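 active = inhibition above the mean over all tested compounds plus 3 SD, cut at about 4.2% in these data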;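 also: 0% = DAX1-transfected cells with DMSO and 100% = empty-vector control cells with DMSO; inhibition shows as a rise in luminescence from relieved DAX1 repression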
Target sequence (P51843 207-470 limits assumed): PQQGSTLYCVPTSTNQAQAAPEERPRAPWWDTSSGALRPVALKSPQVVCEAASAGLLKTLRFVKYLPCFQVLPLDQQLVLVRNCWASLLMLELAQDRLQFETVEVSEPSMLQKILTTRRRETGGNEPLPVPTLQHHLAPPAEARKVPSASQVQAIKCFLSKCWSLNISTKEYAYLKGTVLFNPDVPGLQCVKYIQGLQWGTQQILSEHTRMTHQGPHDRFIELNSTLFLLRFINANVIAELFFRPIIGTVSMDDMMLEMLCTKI
hgDAF12 agonist: agonists of H. glycines DAF-12 nuclear receptor | HEK293 GAL4-hgDAF12 UAS-luciferase reporter, agonist luminescence; normalized to butyrate control | activation, % at 6.8 µM | hit rate 1.8% among 370,000;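 active = activation above a cutoff set at the mean of all screened compounds plus 3 SD, cut at about 10% in these data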;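 also: 0% = DMSO wells and 100% = sodium butyrate wells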
SMARCA2 activ: activators of SMARCA2 function; hit rate 1% among 370,000; AID 652017; MG213 cells, MMTV-luciferase reporter, dexamethasone, overnight; activation, % at 9.1 µM; in the data active = activation above about 7.8%;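 also: 0% = vehicle wells and 100% = reference activator wells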
FXN GAA850 act: activators of GAA850 frataxin (FXN) promoter | activation, % at 6 µM | hit rate 0.56% among 360,000 | HEK293 lucGAA850 FXN promoter luciferase reporter, 24 h; percent of 10 µM SAHA response;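 active = activation above the average of all compounds screened plus 3 SD, cutoff fixed separately per campaign, cut at about 7.5% in these data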;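 also: 0% = DMSO wells and 100% = 10 µM SAHA wells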
* marks the source's active call; other numbers are inactive results; . = not tested or not shown.

SMILES	ADAM10 inh	NPR1 activator	hcDAF-12 act	DAX1 inh-1	ssDAF12 agonist	GC-B act	sPLA2-III inh	DAX1 inh-2	hgDAF12 agonist	SMARCA2 activ	FXN GAA850 act
Nc1ccccc1-c1nnc(SCC(=O)Nc2ccccc2OC(F)F)[nH]c1=O	2	-1	1.1	0.7	-0.6	-8	8	1.5	5.7	4	-0.9
CCOc1ccc(NC(=O)NNC(=O)c2ccc3ccccc3c2O)cc1	-304	3	-0.7	-2.4	-1.0	1	21*	0.4	-1.1	3	0.4
O=C(CSCc1ccccc1)NNc1c(F)c(F)cc(F)c1F	-4	6	1.2	0.2	-1.3	-1	-2	4.0	1.0	-2	1.8
COC(=O)/C(C#N)=C/c1c(N2CCCCCC2)nc2c(C)cccn2c1=O	2	0	-1.0	-0.3	-0.5	-3	6	0.2	1.3	-1	-1.5
CC(=O)Nc1sc(C)c(C)c1C(=O)OCC(=O)NCc1ccc(Cl)cc1	4	4	2.2	-1.3	-0.8	-3	4	1.4	-0.8	0	-0.7
CCCCNC(=O)CSc1nc2ccc(N3CCOCC3)cc2c(=O)n1Cc1ccc(OC)cc1	-73	9	-0.3	0.9	-1.6	12	3	0.9	10	6	6.5
Cc1cc(C)c(NC(=O)CS(=O)CC(=O)N2CCN(c3cccc(C)c3C)CC2)c(C)c1 (stereo unspecified)	3	-1	-0.7	-0.6	-1.1	1	-5	-0.8	-1.1	2	-1.6
CCOC(=O)N1CCN(C(=O)Nc2ccc3oc(C)nc3c2)CC1	-5	.	2.0	0.6	-1.1	.	3	-1.1	-0.7	-1	1.4
CCOc1ccc(-n2c(SCC(=O)NCc3ccco3)nc3ccccc3c2=O)cc1	-1	-1	0.1	-1.1	-1.6	3	7	-1.2	-2.3	-4	-1.0
CC(=O)NC(CCc1ccc(Cl)c(Cl)c1)c1cccc(O)c(=O)c1 (stereo unspecified)	-11	1	-4.1	-4.8	-1.1	-1	-44	-0.7	-10	-4	-4.7
CC(C)C(NC(=O)OCc1ccccc1)C(=O)N1CCOCCOCCOCC1 (stereo unspecified)	6	-2	1.4	-0.2	-0.6	0	-1	0.7	1.9	-2	0.3
COc1cc(SC#N)ccc1N=Cc1c(C)[nH]n(-c2ccc(C)cc2C)c1=O	1	10	-1.1	-1.0	-1.8	-1	8	-0.1	-2.9	5	-3.1
COc1ccc(NS(=O)(=O)c2ccc(NC(C)=O)cc2)c(OC)c1	-9	-4	-1.4	-0.4	-1.1	5	4	0.2	-1.8	-5	1.5
O=C(Nc1ccccc1N1CCCC1)C1CCN(C(=O)c2ccc(F)cc2)CC1	-1	1	-2.9	-1.6	-0.9	-1	6	0.4	-0.2	-2	-1.2
CC(Oc1ccccc1F)C(=O)NNC(=O)CCNC(=O)c1ccco1 (stereo unspecified)	-6	1	-1.4	-2.2	-0.9	0	7	0.1	0.8	-1	0.2
CC(C)Cn1cnc2c(SCc3ccccn3)nc(N)nc21	-12	2	-1.4	0.0	-1.2	3	16	0.9	-1.6	-3	6.3
Cc1ccc(COc2ccccc2C(=S)N2CCCC2)cc1	5	-2	0.5	1.0	-0.8	-7	8	-0.2	8.1	0	8.1*
O=C(Nc1cccc(Cl)c1)c1ccc(OC(=S)N2CCOCC2)cc1	-3	0	1.3	1.3	-0.8	-2	-5	-1.6	19*	0	2.7
Cn1cc(-c2csc(C(O)c3ccc(F)c(F)c3)n2)cn1 (stereo unspecified)	0	1	-0.9	0.4	-1.2	9	-2	.	-0.3	3	2.0
COCCCn1c(SCC(=O)Nc2ccc(NC(C)=O)cc2)nc2sc3c(c2c1=O)CCC3	-4	-6	-1.2	0.0	-0.2	-1	-1	-0.9	2.1	0	-0.2
O=c1nc2c(O)cccn2c2c1c(=O)[nH]c1ccccc12	-236	-7	3.3	1.0	-0.7	-5	-3	1.0	-1.5	-4	-1.0
CCCCc1cc(=O)oc2cc(C)cc(OCC(=O)Nc3cccnc3)c12	-62	-14	-1.1	-5.2	-1.3	-13	-3	-0.3	1.6	0	-4.6
Cc1cc(C)n2nc(CC(=O)NCc3ccccc3Cl)nc2n1	-5	2	0.9	-0.1	-1.6	0	1	-1.0	0.7	-1	-0.5
CCN(CC)S(=O)(=O)c1ccc(N2CCCC2)c(NC(=O)c2ccc(N3CCCC3=O)cc2)c1	-6	-1	-2.0	-0.6	-1.1	1	9	0.3	0.3	-2	-0.4
CCCCCNS(=O)(=O)c1cc(C)ccc1OC	-2	-3	0.6	0.4	-1.6	-3	4	0.4	-0.8	-4	1.5

Not a retest: an excerpt of the list.
SMILES	ADAM10 inh	NPR1 activator	hcDAF-12 act	DAX1 inh-1	ssDAF12 agonist	GC-B act	sPLA2-III inh	DAX1 inh-2	hgDAF12 agonist	SMARCA2 activ	FXN GAA850 act
COCCCn1c(SCC(=O)Nc2ccc(NC(C)=O)cc2)nc2sc3c(c2c1=O)CCC3	-4	-6	-1.2	0.0	-0.2	-1	-1	-0.9	2.1	0	-0.2
O=c1nc2c(O)cccn2c2c1c(=O)[nH]c1ccccc12	-236	-7	3.3	1.0	-0.7	-5	-3	1.0	-1.5	-4	-1.0
CCCCc1cc(=O)oc2cc(C)cc(OCC(=O)Nc3cccnc3)c12	-62	-14	-1.1	-5.2	-1.3	-13	-3	-0.3	1.6	0	-4.6
Cc1cc(C)n2nc(CC(=O)NCc3ccccc3Cl)nc2n1	-5	2	0.9	-0.1	-1.6	0	1	-1.0	0.7	-1	-0.5
CCN(CC)S(=O)(=O)c1ccc(N2CCCC2)c(NC(=O)c2ccc(N3CCCC3=O)cc2)c1	-6	-1	-2.0	-0.6	-1.1	1	9	0.3	0.3	-2	-0.4
CCCCCNS(=O)(=O)c1cc(C)ccc1OC	-2	-3	0.6	0.4	-1.6	-3	4	0.4	-0.8	-4	1.5

(further entries)
SMILES	ADAM10 inh	NPR1 activator	hcDAF-12 act	DAX1 inh-1	ssDAF12 agonist	GC-B act	sPLA2-III inh	DAX1 inh-2	hgDAF12 agonist	SMARCA2 activ	FXN GAA850 act
C=CCn1c(SCC(=O)OC(C)C)nnc1-c1ccc(C)cc1	-10	-2	-0.5	-0.8	-1.2	1	7	.	-0.1	-2	.
CCOc1cc(NC(=S)NCc2ccco2)c(OCC)cc1NC(C)=O	1	0	-0.6	-0.1	-0.3	5	12	0.3	0.5	3	-2.4
COc1ccc(NC(=O)C(=O)NCCO)cc1Cl	-3	4	-0.5	0.5	-1.2	0	-3	1.2	-0.8	6	1.3
CCCOC(=O)CC1C(=O)NCCN1Cc1cc(OC)cc(OC)c1 (stereo unspecified)	-7	-2	-0.7	-0.5	-1.7	-1	5	-0.7	-1.8	-1	1.7
Cc1cc(OCC(=O)Nc2ccncc2)cc(C)c1Cl	7	-1	-3.9	-1.5	-2.7	-1	-8	-3.1	-5.7	-5	-0.3
Cc1ccnc(NC(=O)c2cccc(NS(=O)(=O)c3ccccc3C)c2)c1	12	-1	-2.0	-0.4	-1.4	-5	-8	0.7	-1.6	1	1.3
O=C(NC1CCCCC1)C1CCCN(S(=O)(=O)c2ccc(Br)s2)C1 (stereo unspecified)	-5	-1	0.8	-0.2	-1.0	2	1	0.4	-2.2	0	1.4
COc1ccc(CNC(=O)c2nccnc2CO)cc1	-2	-2	1.8	0.2	-0.8	0	-3	0.9	-1.6	-3	0.2
O=C(Cn1cc(COc2ccc(Br)cc2[N+](=O)[O-])nn1)c1ccc(O)cc1	-13	3	-1.8	1.4	-0.4	-1	-33	-0.4	-2.1	-2	1.9
CC1CN(C(=O)CCC(=O)NC2CCN(Cc3ccccc3)CC2)c2ccccc2O1 (stereo unspecified)	4	-2	0.8	-0.8	-1.5	0	-3	0.0	5.1	6	1.9
CCOC(=O)c1cn(CC(=O)Nc2cccc(F)c2)nn1	-1	-1	-0.6	0.5	-2.2	0	-2	-0.3	0.3	1	0.9
CC(Sc1nccn1C)C(=O)c1ccc(Br)cc1 (stereo unspecified)	-6	-3	0.9	-0.2	-0.5	1	2	-0.9	2.2	-1	0.5
Nc1ccccc1CCc1ccccc1N	3	2	-0.8	1.1	-1.4	-2	7	-0.5	3.8	-1	1.2
O=C(NCCc1ccccc1)c1ccc(CS(=O)(=O)Cc2ccc(F)cc2)o1	-5	1	-0.6	-0.6	-1.6	3	-1	0.3	-2.1	1	1.2
Cc1cc(N(CCO)CCO)nc(-n2nc(C)cc2C)n1	2	2	0.5	-0.7	-0.9	5	2	-0.8	-0.8	-4	-0.8
O=C(Nc1ccc2nc(N3CCOCC3)sc2c1)c1cc2ccccc2o1	-55	1	-2.0	-2.8	-0.8	5	-1	0.2	0.8	-1	-1.1
CN(C)S(=O)(=O)c1ccc(C(=O)N2CC(=O)Nc3ccc(F)cc3C2c2ccc(F)cc2)cc1 (stereo unspecified)	6	-2	-1.4	-0.3	-1.1	-1	-10	1.5	1.0	-3	-0.7
Fc1ccccc1Nc1nc2ccccc2n2nnnc12	-37	-5	1.1	0.3	1.1*	-12	-11	0.7	5.3	6	8.2*
Cc1cccc(C)c1NC(=O)Nc1cccs1	-10	9	-0.6	0.6	-1.6	10	9	-1.0	-2.4	-2	0.5
O=C1/C(=C\c2cccs2)Sc2ccc3ccccc3c21	7	8	22*	4.0*	6.4*	0	8	5.2*	16*	5	6.0
Cc1cc(-c2ccc([N+](=O)[O-])cc2)nc2ccccc12	-6	2	3.7	0.4	0.2	-3	-1	-0.4	5.1	1	3.3
COC(=O)c1cccnc1Oc1ccccc1	9	-1	-0.8	-0.4	-1.6	0	-2	1.7	-1.5	4	-0.1
COc1ccc(NC(=O)COc2ccc(C(=O)NCc3cccnc3)cc2OC)cc1	1	-1	-1.9	-1.6	-1.6	3	3	-1.1	1.7	-2	1.4
Cc1nc2c(OCC(=O)c3ccc(F)cc3)cccn2c1N(C)Cc1cccs1	-59	-2	-1.0	-0.2	-0.9	-1	11	.	-0.9	-4	3.1
CS(=O)(=O)Nc1nc2ccccc2[nH]1	-6	3	-1.8	0.1	-1.1	4	3	1.2	0.4	0	1.7
CC1CCCCN1C(=O)CSc1nc2ncccc2[nH]1 (stereo unspecified)	-7	7	-0.2	0.2	-1.6	4	2	0.4	0.0	-3	1.3
CC(C)Cc1nc(N2CCN(C(=O)c3ccccc3)CC2)c(C#N)c2c1CCC2	-96	-2	-0.7	0.2	-1.7	-1	-3	-1.6	-2.3	-2	6.8
COc1cccc(CC(=O)Nc2ccc(-c3csc(C)n3)cc2)c1	2	2	-0.9	-0.2	-1.5	4	-17	-1.1	0.9	0	3.0
Cc1ccc(N2CC(C(=O)Nc3nnc(SCC(N)=O)s3)CC2=O)cc1C (stereo unspecified)	1	-2	-1.0	0.2	-0.6	-2	4	1.8	-2.0	3	3.3

2 entries picked at random from the list so far:
SMILES	ADAM10 inh	NPR1 activator	hcDAF-12 act	DAX1 inh-1	ssDAF12 agonist	GC-B act	sPLA2-III inh	DAX1 inh-2	hgDAF12 agonist	SMARCA2 activ	FXN GAA850 act
CC(Sc1nccn1C)C(=O)c1ccc(Br)cc1 (stereo unspecified)	-6	-3	0.9	-0.2	-0.5	1	2	-0.9	2.2	-1	0.5
CCOc1cc(NC(=S)NCc2ccco2)c(OCC)cc1NC(C)=O	1	0	-0.6	-0.1	-0.3	5	12	0.3	0.5	3	-2.4
